Compound activity deposited in PubChem by NMMLSC.
LAP4-GFP MLPCN: yeast TOR pathway LAP4-GFP modulation; S. cerevisiae LAP4-GFP multiplex, flow cytometry GFP, 3 h; median GFP as percent of DMSO wells; GFP response vs DMSO, % at 10 µM; 320,000 tested, 0.34% active;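 active = GFP response vs DMSO above a set limit, about the screen mean plus 3 SD, cut at about 150% in these data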
MEP2-GFP yeast: alters MEP2-GFP fluorescence in TOR pathway yeast screen | S. cerevisiae MEP2-GFP strain, flow cytometry GFP, 3 h; 100% = DMSO control level | GFP response vs DMSO, % at 10 µM | 330,000 tested, 0.51% active | AID 2016;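 active = GFP response versus DMSO above a set limit, roughly screen mean plus 3 SD, cut at about 180% in these data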;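 note: median GFP fluorescence of the barcode-gated MEP2-GFP cells per well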
AGP1-GFP MLPCN: modulators of TOR pathway AGP1-GFP in S. cerevisiae; S. cerevisiae AGP1-GFP multiplex flow cytometry, 3 h; GFP as percent of DMSO wells; GFP response vs DMSO, % at 10 µM; 320,000 tested, 0.02% active; AID 2066;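 active = GFP response relative to DMSO above a set limit, near screen average plus 3 SD, cut at about 150% in these data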;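 note: median GFP channel fluorescence of the gated AGP1 strain per well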
GRK2 inh: human GRK2 inhibition via aptamer displacement. bead flow cytometry, FAM-aptamer displacement from GRK2. inhibition of aptamer binding, % at 10 µM. 330,000 tested, 0.59% active. AID 488847;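 active = inhibition of aptamer binding above 40%, roughly 3 SD of noise, on plates passing a quality check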;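 note: median bead fluorescence of bound FAM aptamer so fluorescent compounds give negative values; no value below 0 was filed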
Target sequence (P25098 whole entry, looked up): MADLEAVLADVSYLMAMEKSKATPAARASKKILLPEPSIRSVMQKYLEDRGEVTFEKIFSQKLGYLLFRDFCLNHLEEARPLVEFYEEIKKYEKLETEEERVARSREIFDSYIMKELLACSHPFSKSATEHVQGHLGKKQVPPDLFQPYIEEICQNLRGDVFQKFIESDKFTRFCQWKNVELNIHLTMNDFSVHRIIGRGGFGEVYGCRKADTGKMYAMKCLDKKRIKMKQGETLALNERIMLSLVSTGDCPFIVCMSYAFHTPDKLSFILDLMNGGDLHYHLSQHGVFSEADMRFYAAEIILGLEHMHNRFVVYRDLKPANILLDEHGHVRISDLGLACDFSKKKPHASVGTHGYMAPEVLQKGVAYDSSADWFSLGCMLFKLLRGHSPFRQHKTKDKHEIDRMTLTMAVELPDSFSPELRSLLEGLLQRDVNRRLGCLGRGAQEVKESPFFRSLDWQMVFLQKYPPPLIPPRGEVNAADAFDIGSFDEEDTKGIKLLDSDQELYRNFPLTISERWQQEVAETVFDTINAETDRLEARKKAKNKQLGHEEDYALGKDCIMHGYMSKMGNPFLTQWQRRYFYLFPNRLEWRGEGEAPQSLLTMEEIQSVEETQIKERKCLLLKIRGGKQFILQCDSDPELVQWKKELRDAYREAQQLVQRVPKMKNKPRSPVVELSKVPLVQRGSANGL
VLA-4 inh: inhibition in a human VLA-4 binding assay | P13612 | VLA-4 expressing cells, ligand binding flow cytometry | inhibition, % (about 7 µM as worked out from the volumes in the protocol) | 330,000 tested, 0.2% active; in the data active = inhibition above about 50%
RPL19A-GFP yeast: yeast TOR pathway RPL19A-GFP modulation | S. cerevisiae RPL19A-GFP strain, flow cytometry, 3 h; stronger effect = lower value | percent response vs DMSO, % at 10 µM | 330,000 tested, 0.3% active | AID 2025;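 active = percent response vs DMSO below 50%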;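 note: median channel GFP fluorescence of the barcoded RPL19A-GFP strain; ratio of sample median GFP to plate DMSO average so 100% = DMSO; lower means less RPL19A-GFP as with rapamycin TOR inhibition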
CR mimetic SO: caloric restriction mimetics inhibiting age-related superoxide in yeast. S. cerevisiae aged cells, superoxide DHE fluorescence; stronger effect = lower value. superoxide response (% of plate mean), % at 10 µM. 330,000 tested, 0.18% active;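 active = superoxide response under a set limit, about three screen SD below normal, cut at about 65% in these data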;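 note: yeast aged for seven days with compound at 30 °C before DHE staining; 100% = average MFI of all compound-treated wells on the plate with controls excluded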
CIT2 TOR yeast: modulators of TOR pathway CIT2-GFP in S. cerevisiae; S. cerevisiae CIT2-GFP strain, flow cytometry, 3 h; 100 means same as DMSO wells; AID 2029; 320,000 tested, 0.065% active; GFP response vs DMSO, % at 10 µM;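 active = GFP response relative to DMSO above a set limit, near the screen mean plus 3 SD, cut at about 150% in these data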;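 note: ratio of well median GFP fluorescence to mean of DMSO wells on the plate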
The depositor's hits bear a star; i = inactive; nt = not tested or not shown.

The opening 2 records, ahead of the listing:
SMILES | LAP4-GFP MLPCN | MEP2-GFP yeast | AGP1-GFP MLPCN | GRK2 inh | VLA-4 inh | RPL19A-GFP yeast | CR mimetic SO | CIT2 TOR yeast
Cc1ccccc1C(=O)NC(=S)Nc1ccc(Cc2ccncc2)cc1 | 88 | 103 | 91 | 7 | 4 | 97 | 105 | 96
COc1cccc(C=NCC(C)N=Cc2cccc(OC)c2O)c1O (stereo not drawn) | 91 | 106 | 103 | 6 | 5 | 106 | 107 | 114

All compounds of this part, from the first entry:
SMILES | LAP4-GFP MLPCN | MEP2-GFP yeast | AGP1-GFP MLPCN | GRK2 inh | VLA-4 inh | RPL19A-GFP yeast | CR mimetic SO | CIT2 TOR yeast
Cc1ccccc1C(=O)NC(=S)Nc1ccc(Cc2ccncc2)cc1 | 88 | 103 | 91 | 7 | 4 | 97 | 105 | 96
COc1cccc(C=NCC(C)N=Cc2cccc(OC)c2O)c1O (stereo not drawn) | 91 | 106 | 103 | 6 | 5 | 106 | 107 | 114
CC(C)(CC(=O)O)CC(=O)O | 106 | 94 | 90 | 0 | -4 | 99 | 91 | 75
Cc1ccsc1C1C(C#N)=C(N)OC2=C1C(=O)CC(C)C2 (stereo not drawn) | 91 | 95 | 91 | 0 | 24 | 96 | 87 | 91
CC1(C)CC(=O)N(CC(=O)O)c2ccccc2S1(=O)=O | 100 | 105 | 102 | 0 | -1 | 99 | 99 | 93
N#CC1=C(SCc2ccccc2)NC(=O)CC1c1ccco1 (stereo not drawn) | 105 | 104 | 100 | 1 | 14 | 100 | 102 | 92
S=P(N1CC1)(N1CC1)N1CC1 | 96 | 100 | 98 | 0 | 17 | 104 | 97 | 89
Cn1cnc2c1c(=O)n(Cc1cccc(Cl)c1)c(=O)n2C | 101 | 103 | 103 | 39 | 0 | 101 | 100 | 99
CN1CCN(c2ccccc2NC(=O)c2sc3ccccc3c2Cl)CC1 | 112 | 101 | 90 | 0 | 22 | 95 | 94 | 88
C=CCOc1ccc(Cl)cc1C(=O)O | 109 | 108 | 105 | 0 | 13 | 102 | 114 | 102
CCOC(=O)C1=C(c2ccccc2)NC(=O)NC1c1ccc(O)c(OCC)c1 (stereo not drawn) | 105 | 102 | 108 | 0 | 6 | 107 | 97 | 111
O=C(COc1ccc(Cl)cc1)NCCSCc1cccc(Cl)c1 | 107 | 100 | 92 | 0 | 15 | 99 | 90 | 95
Cc1ccc(S(=O)(=O)NC2(C(F)(F)F)C(=O)Nc3c2c(=O)n(C)c(=O)n3C)cc1 (stereo not drawn) | 105 | 105 | 104 | 4 | -13 | 98 | 87 | 102
CCOC(=O)c1ccccc1C(=O)N1CCOCCOCCOCC1 | 94 | 109 | 99 | 2 | -2 | 104 | 95 | 103
CC(=O)Nc1ccc(S(=O)(=O)N2CCn3cccc3C2C)cc1 (stereo not drawn) | 110 | 116 | 104 | 3 | 9 | 108 | 91 | 99
O=C(c1ccc2ccccc2c1)N1CCN(c2ccccn2)CC1 | 85 | 102 | 104 | 3 | 10 | 103 | 102 | 112
CCc1ccc2nc3sc(C(=O)N4CCc5ccccc54)c(N)c3cc2c1 | 107 | 124 | 102 | 0 | -487 | 106 | 104 | 136
Cc1c(C2N3CC4(C)CN2CC(C)(C3)C4=O)c2ccccc2n1C (stereo not drawn) | 103 | 101 | 103 | 0 | 13 | 99 | 108 | 101
O=S(=O)(c1ccc2c(c1)OCCO2)N1CCC(c2nc3ccccc3[nH]2)CC1 | 100 | 102 | 105 | 0 | 4 | 97 | 84 | 102
CCOC(=O)N1CCN(c2cccc(C)c2C)CC1 | 101 | 106 | 93 | 0 | 8 | 97 | 103 | 94
CC(C)N(CCNC(=O)C1CCN(S(=O)(=O)N2CCOCC2)CC1)Cc1ccccc1 | 98 | 112 | 59 | 0 | 3 | 98 | 102 | 109
Cc1ccc(NC(=O)CN(C)S(=O)(=O)c2ccc(Cl)s2)c(O)c1 | 101 | 98 | 101 | 2 | 2 | 99 | 105 | 96
CCOc1ccc2nc(Cl)c(C3CC(c4ccco4)=NN3S(C)(=O)=O)cc2c1 (stereo not drawn) | 119 | 104 | 121 | 0 | 14 | 108 | 99 | 122
CCCCOc1ccc(C(CC(=O)NC)C(=O)O)cc1 (stereo not drawn) | 99 | 101 | 96 | 0 | 10 | 99 | 96 | 98
CC(C)(C)c1ccc(OCC(O)CN2CCOCC2)cc1 (stereo not drawn) | 93 | 84 | 96 | 0 | 11 | 86 | 88 | 86
COc1ccc(C2c3c(ccc4ccccc34)Oc3ncn4nc(-c5ccco5)nc4c32)cc1OC (stereo not drawn) | 97 | 103 | 106 | 2 | -8 | 105 | 99 | 102
CCCc1cc(=O)oc2cc(OCC(=O)Nc3ccccn3)ccc12 | 103 | 97 | 93 | 0 | 0 | 100 | 101 | 91
COc1ccccc1P(=O)(Cc1ccccc1[N+](=O)[O-])c1ccccc1 (stereo not drawn) | 100 | 101 | 104 | 1 | i | 98 | 74 | 105
CCC1CCC/C1=N\NC(=O)c1ccccc1C (stereo not drawn) | 105 | 96 | 103 | 3 | 3 | 95 | 100 | 94
O=c1cc(-c2ccccc2)n(S(=O)(=O)c2ccc3ccccc3c2)o1 | 116 | 93 | 81 | 0 | 4 | 93 | 87 | 81
CCOC(=O)CSc1nnc(CNC(=O)c2cccs2)n1-c1cc(OC)ccc1OC | 105 | 103 | 104 | 0 | 8 | 99 | 91 | 108
CC(C(=O)N1CCCCC1)N1CCN(S(=O)(=O)c2ccc(Cl)cc2)CC1 (stereo not drawn) | 92 | 95 | 96 | 4 | 11 | 94 | 80 | 93
Cc1csc(NC(=O)CSc2nnc(-c3ccccn3)n2-c2ccc(C)c(C)c2)n1 | 100 | 103 | 97 | 5 | 6 | 93 | 101 | 86
C=CCn1c(SCC(=O)Nc2cccnc2Cl)nnc1-c1ccccc1F | 101 | 99 | 103 | 3 | 12 | 101 | 99 | 99
COc1ccc(CNCCc2ccccc2)cc1OCC(N)=O | 103 | 93 | 110 | 0 | -7 | 99 | 82 | 109
CCOc1ccccc1NC(=S)N(Cc1cc2ccc(C)cc2[nH]c1=O)CC1CCCN1CC (stereo not drawn) | 79 | 89 | 81 | 0 | 3 | 109 | 95 | 96
CCCn1c(N)c(C(=O)CSc2nnc(C)n2Cc2ccccc2)c(=O)n(C)c1=O | 93 | 91 | 93 | 0 | 4 | 94 | 96 | 96
COc1ccc(NC(=O)c2c(C)nn(Cc3ccccc3)c2C)cc1S(=O)(=O)N(C)C | 99 | 107 | 99 | 0 | 10 | 102 | 84 | 101
COCc1nnc(NS(=O)(=O)c2c(C)cc(C)cc2C)s1 | 96 | 95 | 98 | 2 | 3 | 96 | 112 | 92
O=C(O)C1C2C=CC(C2)C1C(=O)Nc1ccc(C(=O)N2CCCCC2)cc1 (stereo not drawn) | 90 | 98 | 95 | 2 | -85 | 93 | 110 | 95
CC1CCC2(CC1)NC(=O)N(CC(=O)NC1(C#N)CCCCC1)C2=O (stereo not drawn) | 99 | 100 | 108 | 0 | -6 | 98 | 88 | 94
COc1cccc(NC(=O)CCN2CCC(C(N)=O)CC2)c1 | 101 | 103 | 104 | 0 | 7 | 104 | 109 | 102
Cc1ccc(-n2c(SCc3ccc([N+](=O)[O-])cc3)nc3ccccc3c2=O)cc1 | 103 | 107 | 115 | 5 | -3 | 103 | 98 | 108
CCNC(=O)/C(=C/c1ccco1)NC(=O)/C=C/c1ccccc1 | 104 | 100 | 99 | 1 | -10 | 103 | 111 | 91
O=C(Cc1ccccc1)Nc1ccccc1N1CCN(c2ccccc2)CC1 | 104 | 99 | 90 | 0 | 1 | 96 | 118 | 86
CC1CCN(C(=O)C2CCN(S(=O)(=O)c3cccc4nsnc34)CC2)CC1 | 93 | 102 | 105 | 0 | 2 | 102 | 96 | 104
Cn1ncc(Br)c1C(=O)NC12CC3CC(CC(C3)C1)C2 | 107 | 101 | 103 | 0 | 12 | 96 | 96 | 93
COc1ccc(CNC(=O)COC(=O)C2CCC(C(C)(C)C)CC2)cc1 (stereo not drawn) | 91 | 108 | 94 | 0 | 26 | 103 | 100 | 99
CCCCN1C(=N)N([C@@H](C)CN2CCC[C@H]2CN2C(N)=NC[C@H]2CC(C)C)C[C@H]1[C@H](C)CC | 98 | 98 | 99 | 0 | 5 | 94 | 84 | 94
COc1ccc(CCN(C)CCC(=O)Nc2cc(C)ccc2C)cc1OC | 92 | 91 | 94 | 0 | -13 | 94 | 125 | 101
COc1cccc(NC(=O)COC(=O)c2ccc3ccccc3n2)c1 | 98 | 96 | 95 | 0 | -30 | 98 | 98 | 89
Cc1ccc(CNC(=O)Cn2cc(C(F)(F)F)ccc2=O)cc1 | 97 | 99 | 107 | 0 | 1 | 100 | 97 | 105
Cc1ccc(-c2cc(-c3ccc(F)cc3)nc(N)c2C#N)o1 | 105 | 96 | 76 | 2 | 3 | 98 | 87 | 89
Cc1ccc(S(=O)(=O)Nc2ccc(N(C)C)cc2)cc1 | 101 | 98 | 98 | 9 | 8 | 94 | 99 | 97
COc1ccc(C(=O)N2CCN(c3nnnn3-c3ccccc3)CC2)cc1OC | 89 | 90 | 105 | 4 | 1 | 98 | 103 | 101
O=C(CC(=O)N/N=C/c1ccc(F)cc1)N/N=C/c1ccc(F)cc1 | 97 | 91 | 99 | 0 | 5 | 93 | 111 | 100
COc1ccc(Cl)cc1NC(=O)CC(C)=O | 101 | 125 | 98 | 1 | 7 | 101 | 112 | 96
CCn1nc(C(=O)OCC(=O)Nc2nc(-c3ccc(OC)cc3)cs2)c2ccccc2c1=O | 103 | 103 | 98 | nt | -12 | 106 | 97 | 104
O=C(/C=C/c1cccc([N+](=O)[O-])c1)N1CCN(c2ccccn2)CC1 | 87 | 107 | 96 | 0 | -9 | 112 | 108 | nt
N#Cc1c[nH]n2c(=O)c3c(nc12)CCCC3 | 107 | 120 | 113 | 0 | -5 | 102 | 102 | 108
Next section:
SMILES | LAP4-GFP MLPCN | MEP2-GFP yeast | AGP1-GFP MLPCN | GRK2 inh | VLA-4 inh | RPL19A-GFP yeast | CR mimetic SO | CIT2 TOR yeast
O=C(CCc1ccccc1)NC1CCCc2ccccc21 (stereo not drawn) | 92 | 102 | 108 | 1 | -17 | 108 | 80 | 104
Cc1ccc(CSCCNC(=O)c2ccccc2)cc1 | 101 | 103 | 93 | 5 | 18 | 97 | 110 | 89
CN(CC(=O)NC1CCCC1)S(=O)(=O)c1cccc(Cl)c1 | 90 | 98 | 92 | 2 | 6 | 96 | 118 | 89
CC(C)(C)NC(=O)C(c1ccncc1)N(C(=O)Cn1nnc(-c2ccc(F)cc2)n1)c1ccc(F)cc1 (stereo not drawn) | 93 | 105 | 97 | 0 | -9 | 98 | 91 | 101
Cc1cccc(NC(=S)/N=C(\N)Nc2nc(C)c3ccccc3n2)c1 | 106 | 101 | 86 | 2 | -11 | 96 | 108 | 89
O=C(c1ccc2c(c1)C(=O)N(Cc1ccco1)C2O)N1CCOCC1 (stereo not drawn) | 100 | 107 | 99 | 2 | 19 | 96 | 100 | 100
O=C(NCc1ccccc1)c1cc(=O)c2ccccc2o1 | 101 | 111 | 104 | 0 | 25 | 109 | 89 | 110

Compound profiles (already shown).
`CCOC(=O)c1ccccc1C(=O)N1CCOCCOCCOCC1` as listed: LAP4-GFP MLPCN = 94; MEP2-GFP yeast = 109; AGP1-GFP MLPCN = 99; GRK2 inh = 2; VLA-4 inh = -2; RPL19A-GFP yeast = 104; CR mimetic SO = 95; CIT2 TOR yeast = 103
`CC(C)(CC(=O)O)CC(=O)O` as listed: LAP4-GFP MLPCN = 106; MEP2-GFP yeast = 94; AGP1-GFP MLPCN = 90; GRK2 inh = 0; VLA-4 inh = -4; RPL19A-GFP yeast = 99; CR mimetic SO = 91; CIT2 TOR yeast = 75
